Screens (PubChem BioAssay)
OX1R antag: OX1R (HCRTR1) antagonists, primary screen, fluorescence, CHO/OX1R cells, Fluo-8 calcium, orexin A | Fluo-8 calcium fluorescence | AID 434989, 2010 | 330,000 compounds, 0.43% hits | Orexin/Hypocretin receptor type 1 (Homo sapiens), O43613 | inhibition, % at 5 µM;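 active = inhibition above its plate's threshold, mean inhibition of all tested compounds on the plate plus 3 SD, cut at about 37% in these data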;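 note: 0% = orexin A challenge wells and 100% = SB-334867-A antagonist wells; not every result past the cut was called active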
Target sequence (O43613 whole entry, looked up): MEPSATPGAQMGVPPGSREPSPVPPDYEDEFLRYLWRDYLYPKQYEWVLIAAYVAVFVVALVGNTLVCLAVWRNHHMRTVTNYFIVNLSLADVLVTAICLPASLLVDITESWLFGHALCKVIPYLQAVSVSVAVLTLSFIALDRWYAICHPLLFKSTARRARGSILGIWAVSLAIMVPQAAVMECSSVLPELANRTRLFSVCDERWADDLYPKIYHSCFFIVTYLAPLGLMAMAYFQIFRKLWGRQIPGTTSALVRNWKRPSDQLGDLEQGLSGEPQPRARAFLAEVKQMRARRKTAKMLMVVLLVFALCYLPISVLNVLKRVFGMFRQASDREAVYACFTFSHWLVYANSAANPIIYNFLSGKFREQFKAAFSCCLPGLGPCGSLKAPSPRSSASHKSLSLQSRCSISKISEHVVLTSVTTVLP
CHT allo act: CHT positive allosteric modulators, primary screen, cell-based, membrane potential dye, choline EC20 | High affinity choline transporter 1 (Homo sapiens), Q9GZV3 | CHT-expressing cells; active compounds read high; LV-AA mutant CHT in HEK293 cells | B-score at 10 µM | 310,000 compounds, 0.49% hits;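 active = initial fluorescence not abnormally high and integrated response B-score, plate-corrected, over 3 SD above library mean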
Target sequence (Q9GZV3 whole entry, looked up): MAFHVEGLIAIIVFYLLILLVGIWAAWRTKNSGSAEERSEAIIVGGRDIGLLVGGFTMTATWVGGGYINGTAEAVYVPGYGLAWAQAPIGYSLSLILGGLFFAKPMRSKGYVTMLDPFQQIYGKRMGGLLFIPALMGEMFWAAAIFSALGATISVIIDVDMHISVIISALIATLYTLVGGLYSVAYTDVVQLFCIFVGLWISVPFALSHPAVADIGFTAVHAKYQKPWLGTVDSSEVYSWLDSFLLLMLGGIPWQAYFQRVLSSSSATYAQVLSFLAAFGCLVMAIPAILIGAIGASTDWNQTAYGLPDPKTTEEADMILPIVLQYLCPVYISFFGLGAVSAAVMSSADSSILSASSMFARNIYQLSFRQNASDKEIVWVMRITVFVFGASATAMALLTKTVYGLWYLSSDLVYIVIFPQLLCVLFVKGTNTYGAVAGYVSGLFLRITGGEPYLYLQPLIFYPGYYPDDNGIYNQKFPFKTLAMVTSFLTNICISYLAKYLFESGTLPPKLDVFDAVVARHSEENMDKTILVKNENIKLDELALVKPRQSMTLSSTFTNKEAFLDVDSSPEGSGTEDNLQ
The depositor's hits bear a star; i = inactive; x = no result given.

SMILES	OX1R antag	CHT allo act
O=C(CCCn1c(=S)[nH]c2cc3c(cc2c1=O)OCO3)N1CCN(C2CCCCC2)CC1	-5	i
CCCN(CCC)C(=O)CSc1ncccc1C(=O)O	-6	i
COc1c(O)cc(O)c2c(=O)cc(-c3ccccc3)oc12	18	x
CC(C)C(=O)N1CCN(c2ccc([N+](=O)[O-])c(NC(C)c3ccccc3)c2)CC1 (stereo unspecified)	-55	i
COc1ccc(S(=O)(=O)Nc2ccc(O)c(Sc3nc4ccccc4s3)c2)cc1	-21	i
CC1=C(OC(=O)C(C)(C)C)C(C)(C)C(c2ccccc2)OC1=O (stereo unspecified)	-21	i
O=C(Nc1ccc(F)cc1Cl)C1=COCCO1	-4	i
O=C(CCCc1nc(-c2ccc(Cl)cc2)no1)Nc1cccnc1	-1	i
CCCN(CC(=O)Nc1ccccc1C)C(=O)c1ccc(=O)n(Cc2ccccc2)n1	-28	i
COc1ccccc1OCCCCN1CCN(C(c2ccccc2)c2ccccc2)CC1	-37	i
Oc1ccc(C2=NNC(=NCc3ccc4c(c3)OCO4)SC2)c(O)c1	8	i
CCCCOc1ccc(C(=O)NN2CCN(C)CC2)cc1	-3	i
COc1cc2c(cc1OC)C(c1ccc(SC)cc1)CC(=O)N2 (stereo unspecified)	-13	i
CC1CCC(=NNc2ccc(C(F)(F)F)cc2[N+](=O)[O-])CC1 (stereo unspecified)	-4	i
O=C(CSCc1ccc(Cl)cc1)Nc1ccc2c(c1)OCCO2	-2	i
Cc1ccc(CNc2ccc(N3CCN(C)CC3=O)cc2)cc1	3	x
COc1ccccc1/C=C1/C(=O)ON=C1C	-12	i
COc1ccc(C2=NN(CN3C(=O)C(=O)c4ccccc43)C(c3ccc(C)cc3)C2)cc1 (stereo unspecified)	-29	i
CCOCc1nnc(NC(=O)C2c3ccccc3Oc3ccccc32)s1	2	i
O=C(NC1CC(=O)N(c2cccc(F)c2)C1)N1CCN(C(=O)c2ccco2)CC1 (stereo unspecified)	-17	i
COC(=O)c1ccc(CNC(=O)CSc2nc3sc(C)c(C)c3c(=O)n2C)o1	-4	i
COCc1n[nH]c(=S)n1-c1cccc2ccccc12	5	i
CC(C)c1ccc(N(C(=O)c2csnn2)C(C(=O)NC(C)(C)C)c2ccncc2)cc1 (stereo unspecified)	-36	i
COc1cccc(S(=O)(=O)N2CCN(C(=O)c3ccco3)CC2)c1	-8	i
CC(=O)CCc1oc2ccc(C)cc2c1-c1ccccc1	-21	i
O=C(O)CSc1nnc(-c2ccc(Cl)cc2Cl)n1-c1ccccc1	-11	i
COCCNC(=O)CCc1ccc(S(=O)(=O)Nc2ccc(C)cc2)cc1	-6	i
Cc1cc(NC(NC(=O)c2ccco2)(C(F)(F)F)C(F)(F)F)no1	-8	i
O=c1o[nH]c(-c2ccccc2)c1-c1ccccc1	-1	i
COC(=O)c1[nH]c2ccc(C)cc2c1NC(=O)CN1CCN(Cc2ccccc2)CC1	-35	i
COC(=O)c1ccc(CSc2nnc(CNC(=O)c3ccc(OC)cc3)o2)o1	-31	i
NCCCC[C@H]1CN=C(N)N1CC1CCCCC1	-5	i
CC(C)CCOC(=O)C1[C@H]2C(=O)N(Cc3cccs3)C[C@]23C=C[C@H]1O3 (stereo partly specified)	-25	i
Cc1nc2cc(C(=O)OCC(=O)N(CC(C)C)C3CCS(=O)(=O)C3)ccc2n1-c1ccccc1 (stereo unspecified)	-32	i
COc1ccc(COC(=O)C2CCN(C(=O)c3ccc(Cl)cc3)CC2)cc1F	-13	x
O=C(COC(=O)/C=C/c1cccc(F)c1)Nc1ncccn1	-3	i
O=C(NCCCCc1ccccc1)C1CC(c2ccccc2C(F)(F)F)=NO1 (stereo unspecified)	-23	i
CN(C)C1(CNC(=O)c2cccc(S(=O)(=O)NCc3ccccc3)c2)CCCCC1	-19	x
COc1ccc(CNC(=O)CSc2nccn(-c3ccc(F)c(F)c3)c2=O)cc1	-17	i
Clc1ccc(C2NCCc3sccc32)cc1 (stereo unspecified)	-3	i
CC1(C)CC(=O)C2=C(C1)Nc1[nH]c(=S)[nH]c(=O)c1C2c1ccccc1 (stereo unspecified)	1	i
COC(=O)c1c(-c2cccnc2)csc1NC(=O)c1cc(C)on1	-41	i
COCCn1cnc2c1c(=O)n(Cc1ccc(Br)cc1)c(=O)n2Cc1ccccc1	-31	i
O=C(c1cccc(NS(=O)(=O)c2ccc(Br)cc2)c1)N1CCCCC1	-45	i
COc1ccc(-c2cc(C(=O)NC3CCCC3)c3ccccc3n2)cc1OC	-34	i
Cc1cc(C)cc(NC(=O)CN2CCc3cc4c(cc3C2C)OCCCO4)c1 (stereo unspecified)	6	i
Cc1ccc(NC(=O)c2cnccn2)c(Br)c1	-17	i
COc1ccc2oc(C)c(C(=O)Cn3ccnc3)c2c1	-8	i
CC1CCN(S(=O)(=O)c2ccc3[nH]c(=O)[nH]c3c2)CC1	-9	i
Cc1c(-c2ccc(Br)cc2)[n+](=O)c2c(n1[O-])CCCC2	-7	i
Cc1nc(Sc2ccc(Br)cc2)c(C#N)c(C)c1[N+](=O)[O-]	-33	i
O=c1cc(O)c2c(=O)n(-c3ccccc3)c3c(c2o1)CCCCC3	-19	i
O=C(CC1C(=O)NCCN1C(=O)Nc1ccc(F)cc1)Nc1ccc(F)cc1 (stereo unspecified)	-16	i
COC(=O)C1=C(C)N(C)C(C)=C(C(=O)OC)C1c1cccc(Br)c1	-29	i
CN(Cc1cccs1)C(=O)c1cc(S(=O)(=O)N2CCOCC2)ccc1F	-19	x
CCOC(=O)[C@@H]1[C@H]2COc3cc(OC)ccc3[C@@H]2N2C(=O)N(c3cccc(C)c3)C(=O)[C@]12C	-26	x
COc1ccccc1-c1coc2c(CN3CCCC(C)C3)c(O)ccc2c1=O (stereo unspecified)	-24	i
CC(C)OC(=O)CC(NC(=O)OC(C)(C)C)c1ccccc1 (stereo unspecified)	-31	i
COc1ccc(OC)c(C2C(C#N)=C(N)Oc3cc(N)ccc32)c1 (stereo unspecified)	15	i
Cc1nn(C)cc1S(=O)(=O)Nc1ccc(F)c(F)c1	-13	i
Continuation:
SMILES	OX1R antag	CHT allo act
CCC(C)Sc1ccc(-c2nc3cc(C)ccn3c2NC2CCCCC2)cc1 (stereo unspecified)	21	x
CC(=O)Nc1cccc(OCCCOc2ccc([N+](=O)[O-])cc2)c1	-7	i
O=C(Nc1cccc(C(=O)N2CCOCC2)c1)c1ncn[nH]1	-82	i
Cc1ccc2nc(N(CCCN(C)C)C(=O)c3ccc(S(=O)(=O)N4CCCCCC4)cc3)sc2c1	-17	i
Cc1cc(C)c(NC(=O)COc2nncc3ccccc23)c(C)c1	-20	i
O=C(O)c1cc(S(=O)(=O)N2CCCc3ccccc32)ccc1Cl	x	i
Cc1cccc(C(=O)NC(NCCc2ccccc2)C(Cl)(Cl)Cl)c1 (stereo unspecified)	-19	i
Cc1cc2nc(/C=C/c3cccnc3)[nH]c2cc1C	x	i
CCN(c1ccccc1)S(=O)(=O)c1ccc2c(c1)CC(C)N2C(=O)C1CC1 (stereo unspecified)	-27	i
O=C(CN1C(=O)NC2(CCCCCCC2)C1=O)Nc1ccc(OC(F)F)cc1	-4	x
O=c1[nH]cnc2c1sc1nc(-c3ccccc3)c3c(c12)CCCC3	-4	i
COc1cc2[nH]c(=O)n(Cc3ccccc3Cl)c(=O)c2cc1OC	-14	i
NC(=O)COC(=O)CC1CC2CCC1C2 (stereo unspecified)	-8	i
Cc1nn(S(=O)(=O)c2ccc(Cl)cc2)c(C)c1S(=O)(=O)N1CCOCC1	-5	i
COc1ccc(/C=C2\SC(=O)NC2=S)cc1OC	42	i

Three entries already listed, ordered by molar mass, descending:
SMILES	OX1R antag	CHT allo act
Cc1nn(S(=O)(=O)c2ccc(Cl)cc2)c(C)c1S(=O)(=O)N1CCOCC1	-5	i
O=c1[nH]cnc2c1sc1nc(-c3ccccc3)c3c(c12)CCCC3	-4	i
COc1ccc(/C=C2\SC(=O)NC2=S)cc1OC	42	i

Additional results
SMILES	OX1R antag	CHT allo act
Cc1ccc(/C=N/NC(=O)c2cc3c(s2)CCCC3)o1	-6	x
COc1ccc(C(=O)NNC(=S)NC(=O)c2ccco2)cc1	31	i
Cc1cc(SCC(=O)N(C)c2c(N)n(Cc3ccccc3)c(=O)[nH]c2=O)nc2ccccc12	-2	i
Cc1ccsc1/C=N/NC(=S)NCCc1ccccc1	-43	i
O=[N+]([O-])c1cc(-c2nc(-c3ccncc3)no2)cc([N+](=O)[O-])c1	-31	i
Cc1ccc(CS(=O)(=O)CC(C)(O)c2ccccc2)cc1 (stereo unspecified)	-12	i
S=c1[nH]nc(-c2ccc(Br)cc2)n1Cc1ccco1	-6	i
CCN1CCN(CCNC(=O)c2ccc(CS(=O)(=O)c3c(Cl)cccc3Cl)o2)CC1	-2	i
Cc1ccc2nc(N3CC(C)OC(C)C3)nc(-c3ccccc3)c2c1 (stereo unspecified)	-21	i
CC(C)CNC(=O)COc1ncnc2ccccc12	-7	i
CN(C(=O)COc1ncnc2c1cnn2-c1ccccc1)C1CCCCC1	-24	i
C/C(=N/NS(=O)(=O)c1ccc(C)cc1C)c1ccc2c(c1)OCO2	-29	i
Cc1[nH]nc2c1C(c1ccc(F)cc1)C1=C(CC(C)(C)CC1=O)N2 (stereo unspecified)	-30	i
COc1ccc(N=Cc2c(C)[nH][nH]c2=O)cc1	2	i
Cc1onc(-c2c(Cl)cccc2Cl)c1NC(=O)N(C)N	-8	i
CC1CCCCC1NC(=O)COC(=O)Cc1ccc(Br)cc1 (stereo unspecified)	-22	i
Clc1nc(Cl)nc(-c2cn(-c3ccccc3)c3ccccc23)n1	-9	i
CN(Cc1cn(C)nc1-c1ccccc1F)CC1CCCCO1 (stereo unspecified)	-8	i
CC(=O)c1ccc2c(c1)N(CCCN1CCC(CCO)CC1)c1ccccc1S2	-12	9.1*
COCCCNC(=O)/C=C/c1cccc(Cl)c1	-8	i
CCCCN(CC)C(=O)Cn1ncc2c1-c1cc(C)ccc1OC2	-19	i
CCCOP(=O)(OCCC)C(Nc1cccc(C(F)(F)F)c1)c1ccc(C)cc1 (stereo unspecified)	-34	i
Cn1c(SCc2cc(=O)[nH]c3ccccc23)nnc1-c1ccco1	-7	i
O=c1oc(C2(O)CCCCC2)cc2ccccc12	-12	x
C[C@@H]1CN([C@H](C)CO)C(=O)c2cccc(NC(=O)Nc3ccc(C(F)(F)F)cc3)c2O[C@H]1CN(C)S(=O)(=O)c1cccs1	16	x
CN1CCc2c(OCC(=O)N3CCCc4ccccc43)cccc2C1=O	-42	i
Cc1cccc(C(=O)N2CCNC(=O)C2CC(=O)Nc2cccc(Cl)c2)c1 (stereo unspecified)	-19	i
CCOC(=O)CSc1nc(C)c(Oc2ccc(Cl)cc2Cl)c(=O)[nH]1	-16	i
CCc1c(C)sc(NC(=O)OC)c1C(=O)N1CCOCC1	-11	i
O=C(Nc1ccc(Br)c(Cl)c1)C1CC1	-3	i

An excerpt of these results, with two lines to a compound:
The line under a structure holds: OX1R antag | CHT allo act
Cc1onc(-c2c(Cl)cccc2Cl)c1NC(=O)N(C)N
→ -8 | i
CC1CCCCC1NC(=O)COC(=O)Cc1ccc(Br)cc1 (stereo unspecified)
→ -22 | i
Clc1nc(Cl)nc(-c2cn(-c3ccccc3)c3ccccc23)n1
→ -9 | i
CN(Cc1cn(C)nc1-c1ccccc1F)CC1CCCCO1 (stereo unspecified)
→ -8 | i
CC(=O)c1ccc2c(c1)N(CCCN1CCC(CCO)CC1)c1ccccc1S2
→ -12 | 9.1*
COCCCNC(=O)/C=C/c1cccc(Cl)c1
→ -8 | i
CCCCN(CC)C(=O)Cn1ncc2c1-c1cc(C)ccc1OC2
→ -19 | i
CCCOP(=O)(OCCC)C(Nc1cccc(C(F)(F)F)c1)c1ccc(C)cc1 (stereo unspecified)
→ -34 | i
Cn1c(SCc2cc(=O)[nH]c3ccccc23)nnc1-c1ccco1
→ -7 | i
O=c1oc(C2(O)CCCCC2)cc2ccccc12
→ -12 | x
C[C@@H]1CN([C@H](C)CO)C(=O)c2cccc(NC(=O)Nc3ccc(C(F)(F)F)cc3)c2O[C@H]1CN(C)S(=O)(=O)c1cccs1
→ 16 | x
CN1CCc2c(OCC(=O)N3CCCc4ccccc43)cccc2C1=O
→ -42 | i
Cc1cccc(C(=O)N2CCNC(=O)C2CC(=O)Nc2cccc(Cl)c2)c1 (stereo unspecified)
→ -19 | i
CCOC(=O)CSc1nc(C)c(Oc2ccc(Cl)cc2Cl)c(=O)[nH]1
→ -16 | i
CCc1c(C)sc(NC(=O)OC)c1C(=O)N1CCOCC1
→ -11 | i
O=C(Nc1ccc(Br)c(Cl)c1)C1CC1
→ -3 | i

More compounds.
SMILES	OX1R antag	CHT allo act
CCOc1cc(N2CCOCC2)c(OCC)cc1NS(=O)(=O)c1cc(NC(C)=O)ccc1OC	-10	i
CCN1C(=NCCN2CCOCC2)N[C@@H](c2ccccc2)C(C(=O)OC)=C1C	-23	i
COC(=O)c1ccccc1NC(=O)CSc1n[nH]c(C)n1	-9	i
O=C(Cn1c(=S)[nH]c2ccccc2c1=O)NCCc1ccccc1	-22	i
O=[N+]([O-])c1ccc(O)c(/C=N/NC2=NS(=O)(=O)c3ccccc32)c1	6	i
O=c1c(Cc2ccc(F)cc2)c(O)ccn1CCc1ccccn1	-20	i
COc1cccc(CNC(=O)C2CCN(C(=O)N3CC(C)Oc4ccccc43)CC2)c1 (stereo unspecified)	-10	i
Cc1c(NC(=O)COC(=O)c2ccc(O)cc2)c(=O)n(-c2ccccc2)n1C	-17	x
Cc1cc2cccc(C)c2nc1SCC(=O)NCC1CCCO1 (stereo unspecified)	-34	i
CCCCc1ccc(S(=O)(=O)Nc2nnc(C)s2)cc1	-12	i
CCCc1nc(NCCCOCC)c2nnn(Cc3ccccc3)c2n1	-35	i
Cc1cc(/C(N)=N/OC(=O)c2ccc(Cl)cc2)no1	-7	i
O=C(c1ccccc1-n1cccc1)N1N=C(C(F)F)CC1(O)C(F)F (stereo unspecified)	4	i
